Bioassay records deposited in PubChem by Vanderbilt High Throughput Screening Facility.
hDAT+cocaine: changed hDAT dopamine uptake under cocaine IC80, either direction, primary screen, cocaine antagonist project, cell-based, LLC-PK1 hDAT, [14C]-dopamine uptake, MLSMR | 110,000 compounds, 1.3% hits | LLC-PK1 hDAT cells, [14C]-dopamine uptake with cocaine IC80; actives deviate in either direction | Sodium-dependent dopamine transporter (Homo sapiens), Q01959 | B-score at 10 µM | AID 449768, 2010;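 active = Z score or B-score, a plate-position-corrected score, falls beyond the plate's 99.7% confidence bounds, in either direction; inactive = both scores lie inside the 99.7% bounds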;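 note: scored against the spread of the other compound wells on the same plate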
Target sequence (Q01959 whole entry, looked up): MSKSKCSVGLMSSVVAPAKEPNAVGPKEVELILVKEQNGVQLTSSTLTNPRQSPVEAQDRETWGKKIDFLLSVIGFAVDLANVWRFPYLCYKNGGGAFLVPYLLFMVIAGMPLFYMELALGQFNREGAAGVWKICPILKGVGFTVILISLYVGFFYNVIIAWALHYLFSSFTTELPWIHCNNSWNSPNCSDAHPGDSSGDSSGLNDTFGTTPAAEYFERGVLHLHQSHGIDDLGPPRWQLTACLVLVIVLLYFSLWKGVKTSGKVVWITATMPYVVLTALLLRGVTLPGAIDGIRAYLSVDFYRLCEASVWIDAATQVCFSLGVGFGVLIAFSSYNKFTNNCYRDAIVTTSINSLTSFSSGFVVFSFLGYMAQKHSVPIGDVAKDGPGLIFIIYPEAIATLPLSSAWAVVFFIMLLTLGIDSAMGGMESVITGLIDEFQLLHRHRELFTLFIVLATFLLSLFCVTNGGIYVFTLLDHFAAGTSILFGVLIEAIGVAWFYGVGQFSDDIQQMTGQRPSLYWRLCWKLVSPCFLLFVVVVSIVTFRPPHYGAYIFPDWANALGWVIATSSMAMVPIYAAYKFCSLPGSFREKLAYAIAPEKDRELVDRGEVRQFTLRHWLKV
An asterisk follows results filed as active.

SMILES	hDAT+cocaine
O=C(C1=C[C@@H](c2csc3ccccc23)C[C@@H](OCc2ccc(CO)cc2)O1)N1CCN(Cc2ccccc2)CC1	1.05
O=c1[nH]c(Nc2ccccn2)cc2ccccc12	0.159
C#C[C@]1(O)CC[C@H]2[C@@H]3CCC4=Cc5oncc5C[C@]4(C)[C@H]3CC[C@@]21C	0.384
C[C@@H]1CC[C@H](O)/C=C/C(=O)O[C@H](C)CC[C@H](O)/C=C/C(=O)O1	1.78
Cc1[nH]c2ccccc2c1CCN(Cc1cccs1)C(=S)Nc1ccccc1	0.00217
O=C1CCN(CCc2ccccc2)CCN1[C@H](CSc1ccc(Br)cc1)Cc1ccccc1	0.277
O=C1OCCN1c1c(-c2ccccc2)c(N2CCOCC2)nc2ccccc12	-1.28
COCCCN1C(=O)C(=O)/C(=C(/O)c2ccc(OC)cc2)C12C(=O)N(C)c1ccccc12 (stereo unspecified)	0.303
CCC1=C2CC[C@H]3C(=O)N(CC)C(=O)[C@H]3[C@H]2[C@@]2(Cc3ccccc3)C(=NCCOC)OC(=O)N2C1=O	0.171
CCOC(=O)C[C@H]1c2cc(F)ccc2S(=O)(=O)N1Cc1ccc(OC)cc1	0.374
C[C@H](NC(=O)c1nc[nH]c1C(=O)N[C@@H](C)c1ccccc1)C(=O)OC(C)(C)C	1.53
C[C@@H]1C=C(C(=O)O)O[C@H](OCc2ccc(CO)cc2)C1	0.174
N#Cc1ccc(C23CC4(C2)[C@H](CN(Cc2ccc(-c5ccccc5)cc2)[C@@H]4c2ccccc2)C3c2ccccc2)cc1 (stereo partly specified)	0.22
CCO[C@H]1OC(C(=O)N2CCN(C)CC2)=C[C@@H](c2coc3ccccc3c2=O)[C@@H]1CCCO	0.941
Cc1ccc(-n2nnc(-c3cc4ccccc4nc3Cl)n2)cc1	-0.579
COc1cc(OC)c2c(c1O)OC(c1ccccc1)CC2=O (stereo unspecified)	1.01
O=C(NCc1nc2ccccc2[nH]1)C1=C[C@H](C2CCCCC2)C[C@H](OCCCCO)O1	1.88*
Cc1ccc(Cn2c(CCNc3nc(-c4ccc(C)cc4)cs3)nc3cc(C(=O)NCCCO)ccc32)cc1	0.832
CC1(C)O[C@@H]2C[C@H]3[C@@H]4CCC5=CC(=O)C=C[C@]5(C)[C@@]4(F)[C@@H](O)C[C@]3(C)[C@]2(C(=O)CO)O1	1.73
Cc1cc(C)cc(SCc2noc(C(=O)NCCC(C)C)c2C(=O)NCCC(C)C)c1	-0.295
CCC1=C(OC(=O)N(CC)CC)N2C(=O)OC(=NCC(=O)OC)[C@]2(Cc2ccccc2)[C@H]2C1=CC[C@H]1C(=O)N(CC(=O)OC)C(=O)[C@H]12	0.247
CCO[C@@H]1OC(C(=O)N2CCOCC2)=C[C@H](c2ccc(C(F)(F)F)cc2)[C@H]1CCCO	0.444
C=CCOC(=O)C1=C[C@@H](c2ccccc2)C[C@@H](OCc2ccc(CO)cc2)O1	-0.518
CCO[C@H]1OC(C(=O)N2CCN(Cc3ccc4c(c3)OCO4)CC2)=C[C@@H](c2ccc(C(F)(F)F)cc2)[C@@H]1CCCO	-0.529
CCOC(=O)C[C@H]1c2ccccc2S(=O)(=O)N1Cc1ccc(Cl)cc1	0.251
CC(C)(C)CN1C(=O)C(=O)NC[C@@H]1CCCCN	-0.762
CCN1CCN(Cc2ccc(NC(=O)c3cc(NC(=O)c4nccnc4N)cc(OC)c3)cc2C(F)(F)F)CC1	-0.0269
CN1C[C@@H]2C(c3ccccc3)C3(c4cccnc4)CC2(C3)[C@H]1c1ccccc1 (stereo partly specified)	-0.772
COc1ccc(C[C@H]2CN3C(=NC[C@H]3Cc3ccccc3)N2CCNC(=O)c2ccc(C)c(Br)c2)cc1	-1.97
COc1ccc(Br)cc1[C@H]1[C@@H]2C=CCC[C@@]2(C)C(=O)N1Cc1ccccc1	-0.0133
CC(C)(CO)C(O)C(=O)NCCC#N (stereo unspecified)	1.09
CC(=O)CCCCn1cnc2c1c(=O)n(C)c(=O)n2C	-0.459
CC[C@H](C)/C=C/C1=CC2=C(Cl)C(=O)[C@@]3(C)OC(=O)C(C(=O)[C@H](C)[C@@H](C)O)=C3C2=CO1	-0.101
COc1ccc(C(CC(=O)N2CCOCC2)c2c(O)cc(OC)cc2OC)cc1 (stereo unspecified)	0.353
COC(C[C@H](O)[C@@H](C)[C@H](O)COCc1ccccc1)OC	-0.0548
c1ccc(C2=NOC(c3nnc(-c4ccccc4)o3)C2)cc1 (stereo unspecified)	0.428
C#CCOCCOCCOCCNc1nc(N2CCN(C(=O)[C@H]([C@@H](C)CC)n3cc([C@@H](N)CC(C)C)nn3)CC2)nc(N2CCN(C(=O)[C@H](Cc3ccc(O)cc3)n3cc([C@@H](N)CC(C)C)nn3)CC2)n1	0.067
CCO[C@@H]1OC(C(=O)Nc2ccccc2)=C[C@H](C2CC2)[C@H]1CCCO	0.0249
CC(C)NC(=O)c1ccc2c3n(nc2c1)-c1ccc(Cl)cc1CO3	0.559
CC(=O)N1CC=CC1(CC(C)C)C(=O)NCCN1CCOCC1 (stereo unspecified)	0.198
OCCOCCn1c(CCNc2nc(-c3ccc(F)cc3)cs2)nc2cc(C(F)(F)F)ccc21	-0.00974
COc1ccc([C@H](C)NC[C@H](O)c2ccc(O)c(NC=O)c2)cc1	-0.098
COCCNC(=O)C1Nc2ccc(OC(F)(F)F)cc2C2C=CCC12 (stereo unspecified)	0.174
O=C(CSc1ccc(Cl)cc1)Nc1nnc(-c2cccc([N+](=O)[O-])c2)s1	-0.0191
O=C(NCc1ccccn1)C1Nc2ccc(C(F)(F)F)cc2C2C=CCC12 (stereo unspecified)	0.242
CN(C[C@H](Cc1ccccc1)N(CCN(CCc1ccccc1)N=O)N=O)N=O	1.03
COc1ccc(C2/C=C\CN(C(=O)NC34CC5CC(CC(C5)C3)C4)CC(=O)N2Cc2ccc(F)cc2)cc1 (stereo unspecified)	-0.0202
COc1c(OC)c(O)c2c(=O)cc(-c3c(O)cccc3O)oc2c1OC	2.09
C#CCOCCOCCOCCNc1nc(N2CCN(C(=O)[C@H]([C@@H](C)CC)n3cc([C@@H](N)CC(C)C)nn3)CC2)nc(N2CCN(C(=O)[C@H]([C@@H](C)CC)n3cc([C@@H](N)CC(C)C)nn3)CC2)n1	0.0235
COc1ccc(CNC(=O)C2CC(c3ccc(C(F)(F)F)cc3)=NO2)cc1 (stereo unspecified)	-0.885
Other entries:
SMILES	hDAT+cocaine
Cc1onc(-c2ccccc2Cl)c1C(=O)NCc1ccc2c(c1)cc(C)n2C	0.717
CCC1ON(C(C)C)C2c3nc4ccccc4n3CC12 (stereo unspecified)	0.0397
Cc1nc(C(=O)Nc2cc(F)cc(Cl)c2)sc1C1(C)CC(c2ccccc2)=NO1 (stereo unspecified)	0.807
COc1cc(CC2COC(=O)C2(O)Cc2ccc(O)c(OC)c2)ccc1O (stereo unspecified)	0.583
COc1ccc(C2C(=O)c3ccccc3C2=O)cc1	-0.115
CCN(CC)CCN1C(=O)c2oc3ccc(F)cc3c(=O)c2C1c1ccncc1 (stereo unspecified)	-1.14
COc1ccc(C(=O)c2c(-c3ccsc3)oc3ccc(-c4ccc(OC)cc4)cc23)cc1	-1.79
Cc1nc(C(=O)NC2CCCCC2)sc1C1(C)CC(c2cccc([N+](=O)[O-])c2)=NO1 (stereo unspecified)	1.44
COc1ccc(CNC(=O)C2CC(c3cc(C(F)(F)F)cc(C(F)(F)F)c3)=NO2)cc1 (stereo unspecified)	-0.748
COC(=O)C[C@H]1c2cc(C(F)(F)F)ccc2S(=O)(=O)N1C(C)(C)C	-0.659
COc1ccc2c(c1)C(=O)[C@@H](O)[C@H](c1ccc(OC)c(Br)c1)O2	-0.00957
O=c1cc(-c2ccc(O)cc2)oc2c([C@@H]3O[C@H](CO)[C@@H](O)[C@H](O)[C@H]3O)c(O)c([C@@H]3O[C@H](CO)[C@@H](O)[C@H](O)[C@H]3O)c(O)c12	-0.357
COC(=O)/C=C/c1ccc2c(c1)S(=O)(=O)N(Cc1ccc(OC)cc1)[C@H]2CC(=O)OC	0.73
O=c1[nH]c(=O)n(C2CCCO2)cc1F (stereo unspecified)	-0.522
CC(C)(C)OC(=O)N[C@@H](Cc1ccccc1)[C@H](O)c1ccco1	0.487
COC1=C(OC)C(=O)C(CCCCCCCCCCO)=C(C)C1=O	-0.941
CC(C)(O[C@@H]1O[C@H](CO)[C@@H](O)[C@H](O)[C@H]1O)[C@H]1Cc2cc3ccc(=O)oc3cc2O1	-0.408
CCO[C@H]1OC(C(=O)N2CCOCC2)=C[C@@H](c2ccc(Br)cc2)[C@@H]1CCCO	-0.399
CN1C[C@H](C(=O)NC2(C)OC3(O)[C@@H]4CCCN4C(=O)[C@H](Cc4ccccc4)N3C2=O)CC2c3cccc4[nH]cc(c34)C[C@H]21 (stereo partly specified)	3.97*
C#Cc1ccc([C@H]2C=C(C(=O)N3CCN(Cc4ccccc4)CC3)O[C@@H](OCc3ccc(CO)cc3)C2)cc1	0.748
CC(C)=CCc1c(O)cc(O)c2c(=O)c3c(CC=C(C)C)c(O)ccc3oc12	1.73
COc1ccc(-c2oc3ccc(-c4cc(OC)c(OC)c(OC)c4)cc3c2-c2ccc(OC)cc2)cc1	-0.393
CCC(=O)Nc1cccc(C2=NOC3(C2)C[C@@H](C(N)=O)N(C(=O)COc2ccc(Cl)cc2)C3)c1 (stereo partly specified)	-0.351
O=C(NC1CC1)C1=C[C@H](C2CCCCC2)C[C@H](OCc2ccc(CO)cc2)O1	1.63
CCOC(=O)/C=C/c1ccccc1S(=O)(=O)NC(C)(C)C	0.0491
CCc1ccc(NC(=O)c2ccc3c(c2)C(=O)N(CCOC)C3Nc2ccc(CC)cc2)cc1 (stereo unspecified)	-0.0967
COC(=O)C1=C2c3[nH]c4ccccc4c3CCN2C(=O)CC1	-0.971
CC(C)C[C@H](NC(=O)c1[nH]cnc1C(=O)Nc1ccc(CNC(=O)OC(C)(C)C)cc1)C(=O)OCc1ccccc1	1.55
CCCCc1cc2c(cn1)=C(OC(=O)c1cnc3ccccc3n1)C(C)(OC(=O)CC)C(=O)C=2 (stereo unspecified)	0.716
Cc1ccc(C(=O)Nc2cccc(C(F)(F)F)c2)cc1Nc1cnccn1	-0.15
C=C(C)C(=O)Nc1cccc(C2=NOC3(C2)C[C@@H](C(N)=O)N(C(=O)c2ccc(OC)cc2)C3)c1 (stereo partly specified)	-0.00364
NS(=O)(=O)c1cc2c(cc1Cl)NC(C1C[C@H]3C=C[C@@H]1C3)NS2(=O)=O (stereo partly specified)	-0.015
COc1ccc(-c2oc3ccc(N4CCOCC4)cc3c2C#CCO)cc1	-0.943
O=C(O)c1cc([N+](=O)[O-])ccc1NCCCc1ccccc1	-0.442
CC1(C)[C@@H](O)CC[C@]2(C)[C@H]3C(=O)C=C4[C@@H]5C[C@@](C)(C(=O)O)CC[C@]5(C)CC[C@@]4(C)[C@]3(C)CC[C@@H]12	0.811
COc1cc2[nH]c(-c3ccc(C)cc3)cc(=O)c2cc1OC	0.555
N#Cc1ccc(C23CC4(C2)[C@H](CN(CC2CCCCC2)[C@@H]4c2ccccc2)C3c2ccc(C(F)(F)F)cc2)cc1 (stereo partly specified)	-0.051
O=C(c1ccc2c3n(nc2c1)-c1ccccc1CO3)N1CCOCC1	1.2
O=C(O)C(S)C(S)C(=O)O (stereo unspecified)	0.425
Cc1ccc(-n2nnc3c(=O)n(CC(=O)NCc4ccccc4)cnc32)cc1	0.222
CCN(CC)C(=O)CC(c1ccc(N(C)C)cc1)c1c(O)cc(OC)cc1OC (stereo unspecified)	1.08
COc1ccc(C2CC(=O)c3ccccc3O2)cc1 (stereo unspecified)	0.314
O=C(C1=C[C@@H](c2coc3ccccc3c2=O)C[C@@H](OCc2ccc(CO)cc2)O1)N1CCN(Cc2ccccc2)CC1	2.39
O=C1C(c2c(O)[nH]c3ccccc23)=Nc2ccccc21	-0.653
Cc1ccc(NC(=O)OCCN2CCN(S(=O)(=O)c3ccc(C)cc3)CCC2=O)cc1	0.637
CC(C)C[C@H](NC(=O)c1nc[nH]c1C(=O)N[C@@H](CCCCNC(=O)OC(C)(C)C)C(=O)OC(C)(C)C)C(=O)OC(C)(C)C	-0.541
C=C(C)C1CCC2(C(=O)O)CCC3(C)C(CCC4C5(C)C(C=O)C(O)C(C)(C)C5CCC43C)C12 (stereo unspecified)	1.74
Cc1cc2nc3n(c2cc1C)CC1CC(C(=O)NCCc2cccs2)N(C)C31 (stereo unspecified)	0.489
O=S(=O)(Nc1cccc(-c2nc3cccnc3s2)c1)c1ccc2c(c1)CCCC2	0.331

Reformatted: results already given
structure,hDAT+cocaine
O=C(c1ccc2c3n(nc2c1)-c1ccccc1CO3)N1CCOCC1,1.2
O=C(O)C(S)C(S)C(=O)O (stereo unspecified),0.425
Cc1ccc(-n2nnc3c(=O)n(CC(=O)NCc4ccccc4)cnc32)cc1,0.222
CCN(CC)C(=O)CC(c1ccc(N(C)C)cc1)c1c(O)cc(OC)cc1OC (stereo unspecified),1.08
COc1ccc(C2CC(=O)c3ccccc3O2)cc1 (stereo unspecified),0.314
O=C(C1=C[C@@H](c2coc3ccccc3c2=O)C[C@@H](OCc2ccc(CO)cc2)O1)N1CCN(Cc2ccccc2)CC1,2.39
O=C1C(c2c(O)[nH]c3ccccc23)=Nc2ccccc21,-0.653
Cc1ccc(NC(=O)OCCN2CCN(S(=O)(=O)c3ccc(C)cc3)CCC2=O)cc1,0.637
CC(C)C[C@H](NC(=O)c1nc[nH]c1C(=O)N[C@@H](CCCCNC(=O)OC(C)(C)C)C(=O)OC(C)(C)C)C(=O)OC(C)(C)C,-0.541
C=C(C)C1CCC2(C(=O)O)CCC3(C)C(CCC4C5(C)C(C=O)C(O)C(C)(C)C5CCC43C)C12 (stereo unspecified),1.74
Cc1cc2nc3n(c2cc1C)CC1CC(C(=O)NCCc2cccs2)N(C)C31 (stereo unspecified),0.489
O=S(=O)(Nc1cccc(-c2nc3cccnc3s2)c1)c1ccc2c(c1)CCCC2,0.331

Some of the compounds tested, so the mix of outcomes need not match the whole.
